# KAT2A inh: blocks human GCN5L2 histone acetyltransferase | Potency, µM (titrated, usually from 58.9 µM), inactives show at the highest dose activity change, negative = inhibition, hits mostly inhibitors | GCN5L2 HAT assay, ThioGlo1 CoA-SH fluorescence | 390,000 compounds, 0.21% hits
# Target sequence (Q92830 whole entry, looked up): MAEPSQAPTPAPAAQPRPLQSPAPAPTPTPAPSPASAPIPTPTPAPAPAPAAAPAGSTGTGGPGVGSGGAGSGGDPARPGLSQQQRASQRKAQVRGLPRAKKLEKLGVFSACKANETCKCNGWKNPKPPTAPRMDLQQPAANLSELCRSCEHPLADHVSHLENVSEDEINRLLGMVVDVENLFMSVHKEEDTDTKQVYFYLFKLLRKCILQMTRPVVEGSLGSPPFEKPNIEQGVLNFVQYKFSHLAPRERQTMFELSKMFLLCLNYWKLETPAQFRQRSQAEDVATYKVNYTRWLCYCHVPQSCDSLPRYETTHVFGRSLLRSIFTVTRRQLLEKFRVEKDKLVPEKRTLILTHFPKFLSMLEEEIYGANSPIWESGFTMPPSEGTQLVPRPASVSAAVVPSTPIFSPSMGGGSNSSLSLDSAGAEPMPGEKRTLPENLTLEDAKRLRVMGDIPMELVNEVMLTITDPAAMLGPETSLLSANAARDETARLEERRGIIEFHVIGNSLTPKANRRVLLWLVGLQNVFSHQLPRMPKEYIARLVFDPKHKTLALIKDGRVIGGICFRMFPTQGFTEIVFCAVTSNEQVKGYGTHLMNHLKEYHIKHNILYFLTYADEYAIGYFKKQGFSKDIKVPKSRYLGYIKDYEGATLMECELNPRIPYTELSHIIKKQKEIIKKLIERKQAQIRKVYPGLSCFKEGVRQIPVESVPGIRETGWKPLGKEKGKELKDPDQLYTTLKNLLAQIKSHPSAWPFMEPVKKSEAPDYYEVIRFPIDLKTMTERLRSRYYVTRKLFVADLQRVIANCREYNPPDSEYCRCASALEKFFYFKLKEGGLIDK
#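 Titration-based screen in which CoA formation is detected via maleimide probe ThioGlo1 (50uM) turning fluorescent on thiol reaction; substrates H3(1-25) 75uM and acetyl-CoA 70uM, GCN5L2 20nM, 20 min incubation at room temperature.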
# TDP1 cell CPT: DT40-hTDP1 cell growth loss with CPT. chicken DT40 Tdp1-/-;hTDP1 cells + 20 nM CPT, ATP luminescence, 48 h. Potency, µM (top dose mostly 46.2 µM), for inactives: top-dose activity change, negative = growth inhibition, most hits filed as inhibitors. 420,000 compounds, 12% hits; further: nearly all actives have a fitted effect of over 55% in size
#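 Chicken DT40 Tdp1-/- cells complemented with human TDP1, 400 cells/well, exposed to compounds plus 20 nM camptothecin for at least 48 h at 37 C; viability read as ATP content by CellTiter-Glo luminescence.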
# TDP1 cell noCPT: qHTS for Inhibitors of human tyrosyl-DNA phosphodiesterase 1 (TDP1): qHTS in cells in absence of CPT; DT40 Tdp1-/- hTDP1 cells, no CPT, ATP luminescence, 48 h; Potency, µM (titrated, usually from 46.2 µM), inactives show at the top dose activity change, negative = growth inhibition, actives largely listed as inhibitors; 420,000 compounds, 15% hits; AID 686978, 2013; further: nearly all actives have a fitted effect of over 55% in size
#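 No-CPT arm: Tdp1-/-;hTDP1 DT40 cells (400/well) plus compounds, incubated ≥48 hr at 37 °C. Readout CellTiter-Glo luminescence.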
# Numbers without * were called inactive; ? = inconclusive; / = no result given; & = joins results of further samples. The call rests on the fitted dose curve; in most records, active means well fitted curve in the direction sought with a large enough effect; inconclusive means small, poorly fitted or top-dose-only effect, or another doubt; inactive means no such curve, though single readings can be large; an effect the other way counts as inactive or inconclusive. On the % scale 0 is the no-effect control and ±100 the full control effect; potency means the concentration at half of the fitted maximal effect.
SMILES,KAT2A inh,TDP1 cell CPT,TDP1 cell noCPT
Cc1ccc(CC(=O)NC(C)CCc2ccccc2)cc1 (centres undefined),-11%,3%,?
CCN(CC)c1nc(Nc2ccccc2)nc(Oc2ccc(C(=O)OC)cc2)n1,1%,?,?
COc1cccc(-c2nnc(SCC(=O)N3CCCc4ccccc43)o2)c1,-6%,-5%,-14%
COc1ccc(NC(=O)C(c2ccccc2)N(C)C(=O)CNC(C)=O)cc1 (centres undefined),0%,-6%,7%
O=C(CSc1ccc2ccccc2n1)NCc1ccc2c(c1)OCO2,-9%,?,?
C[C@H]1CN([C@@H](C)CO)C(=O)CCCn2cc(nn2)CO[C@@H]1CN(C)C(=O)c1cc(-c2ccccc2)on1,/,?,?
CCN(CC)S(=O)(=O)c1cc(C(=O)OCC(=O)Nc2c(F)cccc2F)ccc1F,0%,-5%,2%
O=C1c2ccccc2C(=O)c2c1cccc2N1CCCC1,-13%,?,8.2µM*
CCC(/C=C/C(C)C1CCC2C3CCC4=CC(=O)CC[C@@]4(C)C3CC[C@@]12C)C(C)C (some centres undefined),-5%,-9%,4%
Cc1ccc(N=C2NC(=O)/C(=C/C=C/c3ccco3)S2)cc1,-7%,?,23µM*

# Part of the list above, set out differently.
# Value order – KAT2A inh	TDP1 cell CPT	TDP1 cell noCPT
COc1ccc(NC(=O)C(c2ccccc2)N(C)C(=O)CNC(C)=O)cc1 (centres undefined)
→ 0%	-6%	7%
O=C(CSc1ccc2ccccc2n1)NCc1ccc2c(c1)OCO2
→ -9%	?	?

# The list continues:
SMILES,KAT2A inh,TDP1 cell CPT,TDP1 cell noCPT
Nc1nncn1C(=O)c1ccc(Cl)cc1Cl,-1%,25%,0%
O=C(NCCC1=CCCCC1)C1CCN(Cc2cnn(-c3ccccc3)c2-n2cccc2)CC1,-1%,23µM*,?
CC12CCC(C(=O)Nc3cccc(Cl)c3Cl)([C@H](Br)C1=O)C2(C)C (some centres undefined),-5%,?,?
O=C(Nc1cccnc1)c1ccccc1Cl,-4%,11%,5%
COc1ccc(CNc2oc(-c3ccc(COc4ccccc4C)o3)nc2C#N)cc1,-9%,?,?
O=C(N/N=C/c1c(O)ccc2ccccc12)c1ccc(CO)nc1,-8%,4.6µM*,4.6µM*
CN(C)c1ccc(NC(=O)CSc2nc3ccccc3c(=O)n2C2CCCCC2)cc1,-12%,?,18µM*
Cc1nc(Nc2cccc(F)c2)c2oc3ccccc3c2n1,4%,?,?
CCOCC(O)CS(=O)Cc1ccccc1 (centres undefined),-3%,3%,-3%
O=c1cnc2cnc(N3CCOCC3)nc2n1C[C@H]1CCCO1,-8%,-4%,-29%
COc1ccc(C)cc1NC(=O)c1sc2ncn(CC(=O)N3CCCCC3)c(=O)c2c1C,-8%,-28%,-10%
O=C(Oc1ccccc1N1CCOCC1)c1sccc1Br,-2%,0%,-15%
COc1cc(NC(=S)NC(=O)c2ccc(F)cc2)ccc1NC(=O)c1ccco1,-4%,-28%,-21%
CCC(Oc1ccc(F)cc1)C(=O)N1CCCCCCC1 (centres undefined),2%,4%,-15%
Cc1ccc(-c2csc(C3=C(O)CN(NC(=O)c4ccco4)C3=N)n2)cc1,-23%,-4%,-1%
COc1cc2c(cc1NC(=O)c1cncc(Br)c1)oc1ccccc12,-5%,-12%,-24%
Cc1c(C#N)c(NC(=O)CCl)n(Cc2ccc(F)cc2)c1C,-5%,5.2µM*,5.8µM*
COc1ccc(C(=O)CC(=O)C(=O)NCCc2cccc(C)c2)cc1,-13%,?,?
COc1cccc(C(=O)OCC(=O)NC2CCCc3ccccc32)c1O (centres undefined),-1%,-10%,-5%
COc1ccc(Br)c(C(=O)Nc2cccc(S(=O)(=O)N3CCOCC3)c2)c1,-5%,8%,?
CCOC(=O)c1ccc(OC(=O)c2cn(-c3ccc(C)cc3)c(=O)c3ccccc23)cc1,0%,16µM*,?
CCN(CC(=O)Nc1c(F)cccc1F)C(=O)Cc1csc(-c2ccc(OC)c(OC)c2)n1,0%,-11%,-25%
CCOC(=O)C1=C(C)N(c2ccccc2)C(=O)/C1=C\c1cccs1,-4%,?,?
COc1ccc(C2C([N+](=O)[O-])=C(C)N(C)C(=O)N2C)cc1OC (centres undefined),-4%,-9%,?
O=C(CSc1ncn[nH]1)N/N=C/c1ccc(F)cc1,/,0%,-2%
CN(C(=O)c1ccno1)c1nnc(-c2cccnc2)s1,-1%,1%,-1%
Cc1nc2sc(C(c3ccco3)N3CCN(c4ccccc4F)CC3)c(O)n2n1 (centres undefined),-2%,-16%,-17%
S=C(NCc1ccco1)NCc1ccccc1Cl,1%,15%,13%
O=C(NNC(=O)c1sccc1-n1cccc1)c1ccccc1,-7%,?,?
CCC(O)(CC)C(=O)N=Nc1c(O)[nH]c2ccccc12,-6%,-5%,7%
COc1ccc(C)cc1N(C)C(=O)c1c2c(nc3ccccc13)C(=O)N(C1CCCCC1)C2,0%,?,?
CC(C)(C)C1C=C(Sc2ccccc2)C(=O)O1 (centres undefined),-1%,-4%,-3%
Cn1c(C(F)(F)F)nc2c(=O)oc3ccccc3c21,-10%,9%,-13%
CCN1C(=O)c2ccccc2S(=O)c2ccc(C(=O)NCc3ccccn3)cc21 (centres undefined),0%,-8%,-15%
C=C(C)Cn1c(C2CC(=O)N(c3ccccc3F)C2)nc2ccccc21 (centres undefined),-1%,?,?
COc1ccc(C(=O)NCC(c2cccnc2)N2CCc3ccccc32)cc1 (centres undefined),-12%,9.2µM*,?
COc1cccc(-c2cccc(NC(=O)C3CCN(CCCn4cccn4)CC3)c2)c1,/,0%,?
CCc1ccc(NC(=O)c2cc(CC(C)C)on2)cc1,0%,1%,3%
O=C1c2ccccc2C(O)N1Cc1ccc2c(c1)OCO2 (centres undefined),-6%,6%,-14%
COc1cc(NC(=O)C2CCC(CNc3c(N4CCC(C)CC4)c(=O)c3=O)CC2)cc(OC)c1 (centres undefined),-9%,?,-7%&-26%
CC(C)NC(=O)c1ccccc1NC(=O)CCc1ccccc1,3%,-7%,-6%
COc1ccc(-c2noc(CCC(=O)NCCN3CCN(c4ccccc4F)CC3)n2)cc1,1%,16µM*,15µM*
COc1cccc(NC(=O)NC2CCN(CC(=O)Nc3ccccc3[N+](=O)[O-])CC2)c1,-10%,?,?
CC(C)c1ccc(NC(=O)Cn2cc(S(=O)(=O)N3CCN(c4ccccc4F)CC3)c3ccccc3c2=O)cc1,-13%,-2%,?
COC(=O)c1nn(-c2cccc(C)c2)c2nnc(Cc3ccc(C)cc3)c(=O)n12,2%,1%,1%
CSc1nc(C)cc(C)c1S(=O)(=O)c1ccccc1C,-28%,?,?
CC(OC(=O)CN1C(=O)C2CC=CCC2C1=O)C(=O)Nc1ccc(F)cc1Cl (centres undefined),-13%,-4%,6%
O=c1onc(-c2c(F)cccc2F)n1-c1ccccc1Cl,23%,-19%,16%
CC(C)(C)C1CCC2(CC1)NC(CO)(CO)CO2 (centres undefined),-15%,0%,0%
CCc1nc2ccc(C(=O)NCc3ccccc3OC)cn2c1N(C=O)CCC(C)C,/,23µM*,16µM*
# Further results.
SMILES,KAT2A inh,TDP1 cell CPT,TDP1 cell noCPT
Cn1c(COc2ccc3ccccc3c2)nnc1SCC(=O)OC1CCCCC1,-4%,-29%,-17%
O=C(Nc1ccc(Br)cc1)C1CCN(c2ncccn2)CC1,-5%,-25%,?
CCCCOc1ccc(C(=O)C(CN2CCOCC2)c2ccccc2)cc1 (centres undefined),-8%,13µM*,15µM*
COc1ccccc1C(=O)Nc1c[nH]c(=O)[nH]c1=O,0%,?,?
COc1ccc(Cl)cc1NC(=O)c1cc(S(=O)(=O)N2CCc3ccccc32)cn1C,-3%,1%,-10%
Cc1ccc(NC(=O)CN(c2ccccc2)S(=O)(=O)N(C)C)cc1C,-6%,-16%,?
O=C(Nc1nnc(SCC(=O)N2CCCc3ccccc32)s1)c1cccc2ccccc12,-14%,?,-27%
CN1CCN(S(=O)(=O)c2ccc(N3CCN(S(=O)(=O)/C=C/c4ccccc4)CC3)nc2)CC1,-2%,18µM*,?
CCc1ccccc1Nc1nc(N)nc(CSCC(=O)c2cc(C)n(C)c2C)n1,-3%,-26%,?
c1cnc(NCCNc2ncccn2)nc1,-12%,3%,4%
CCOC(=O)Cc1csc(NC(=O)c2ccc(S(=O)(=O)N3CCOCC3)cc2)n1,-4%,-20%,?
COc1ccc2c(c1)c(C(O)CN1CCN(Cc3ccc4c(c3)OCO4)CC1)c(C)n2C (centres undefined),-19%,?,23µM*
COC(=O)c1cccc(NC(=O)c2cc3sccc3n2C)c1,-22%,?,21µM*
COc1cccc(NC(=O)N(C)C[C@H]2OCc3cnnn3CCCC(=O)N([C@H](C)CO)C[C@@H]2C)c1,/,-15%,-11%
CCc1ccccc1N(CC)C(=O)CCc1nc(-c2ccc(C)cc2)no1,-14%,23µM*,23µM*
Cc1ccc(C)c(CC(=O)N2CCCCC2c2cc(C(=O)Nc3cccc(C#N)c3)no2)c1 (centres undefined),/,23µM*,23µM*
O=C(OCc1ccccc1)N1CCC2CC1c1ccc(Cl)cc12 (centres undefined),/,-10%,?
CC(=O)Nc1ccc(-c2ccnc3c2CC(C(=O)Nc2cccc(C(C)=O)c2)O3)cc1 (centres undefined),/,?,15µM*
CN1CCN(C(=O)/C=C/c2ccc(Cl)c(Cl)c2)CC1,-1%,-28%,-1%
Cc1noc(C)c1CSc1nc2ccccc2s1,?,?,?
CCOc1ccccc1CNC(=O)Cn1ncn2nc(-c3cccs3)cc2c1=O,-5%,0%,3%
CCn1c(SCC(=O)NCCc2ccccc2)nnc1-c1ccco1,-4%,0%,-3%
COc1cc(CC(=O)NC2CCCc3ccccc32)cc(OC)c1OC (centres undefined),-4%,?,?
CCOC(=O)c1c(NC(N)=O)sc(C)c1C,-4%,-24%,-11%
c1ccc(-n2ncc3cccnc32)cc1,-1%,4%,-9%
COc1cc(-c2nc3sccn3c2Nc2c(C)cccc2C)ccc1O,2%,?,?
O=C(O)c1ccc(NS(=O)(=O)c2ccc3c(c2)C2C=CCC2C(c2ccccc2F)N3)cc1 (centres undefined),?,7%,-6%
Cc1c(C(=O)N2CCCC2)sc2ncnc(NCCc3ccccn3)c12,/,-2%,-17%
Cc1nnc2ccc(N3CCN(C(=O)c4ccccc4)CC3)nn12,1%,6%,-17%
COC(=O)c1ccc(N2CCN(C(C)=O)CC2)c(NC(=O)c2cccnc2)c1,-4%,-6%,-9%
Cc1ccsc1/C=C1\Oc2cc(O)ccc2C1=O,/,-27%,?
CC1CCN(S(=O)(=O)c2ccc(NC(=O)CN3CCOCC3)cc2)CC1,-13%,-24%,-16%
O=C(Nc1ccccc1-c1nc2ccccc2[nH]1)c1ccc(N2C(=O)CCC2=O)cc1,0%,?,9.2µM*
CC(=O)Nc1ccc(-n2nnnc2SCC(=O)N2CCN(C(=O)c3ccco3)CC2)cc1,1%,-22%,-17%
Cn1c(SCc2ccccc2)nc(N)c(N=O)c1=O,/,?,15µM*
COC(=O)C1=C(C(=O)OC)[C@@H]2Nc3ccccc3[C@@]23C[C@@H](C(=O)OC)N(C(=O)C2CCC2)C3=N1,/,-6%,-12%
CCn1c(SCC(=O)NNC(=O)c2ccc(C)cc2)nnc1-c1ccco1,1%,8%,?

# In the list so far, eleven contain a furan ring, fused or not:
SMILES,KAT2A inh,TDP1 cell CPT,TDP1 cell noCPT
Cc1ccc(N=C2NC(=O)/C(=C/C=C/c3ccco3)S2)cc1,-7%,?,23µM*
COc1ccc(CNc2oc(-c3ccc(COc4ccccc4C)o3)nc2C#N)cc1,-9%,?,?
Cc1nc(Nc2cccc(F)c2)c2oc3ccccc3c2n1,4%,?,?
COc1cc(NC(=S)NC(=O)c2ccc(F)cc2)ccc1NC(=O)c1ccco1,-4%,-28%,-21%
Cc1ccc(-c2csc(C3=C(O)CN(NC(=O)c4ccco4)C3=N)n2)cc1,-23%,-4%,-1%
COc1cc2c(cc1NC(=O)c1cncc(Br)c1)oc1ccccc12,-5%,-12%,-24%
Cc1nc2sc(C(c3ccco3)N3CCN(c4ccccc4F)CC3)c(O)n2n1 (centres undefined),-2%,-16%,-17%
S=C(NCc1ccco1)NCc1ccccc1Cl,1%,15%,13%
CCn1c(SCC(=O)NCCc2ccccc2)nnc1-c1ccco1,-4%,0%,-3%
CC(=O)Nc1ccc(-n2nnnc2SCC(=O)N2CCN(C(=O)c3ccco3)CC2)cc1,1%,-22%,-17%
CCn1c(SCC(=O)NNC(=O)c2ccc(C)cc2)nnc1-c1ccco1,1%,8%,?

# From PubChem

# A portion of the library, so the mix of outcomes need not match the whole.
